Screening data deposited in PubChem by Broad Institute.
PAX8 inh HTS: inhibitors of PAX8 transcriptional activity in RMG-I cells; 360,000 compounds, 1.2% hits; RMG-I TPO-luciferase reporter, SteadyGlo, 24 h; inhibition, % at 12.6 µM; AID 652154;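 active means mean replicate inhibition at least 60% with every replicate also reaching 60%; inconclusive means only one of the two criteria is met; inactive means mean below 60% and not all replicates reaching 60%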;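 further: luciferase light reporting Pax8 driven TPO promoter activity; plate controls were median of neutral control wells for no effect and mitoxantrone controls for full effect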
ERp5 block: ERp5 (human) disulfide isomerase inhibition; inhibition, % at 9.99 µM; ERp5 insulin aggregation, absorbance 650 nm, 90 min; 350,000 compounds, 0.05% hits; Q15084;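 active means mean replicate inhibition above about 25%, with every replicate also reaching it, limit read from the data, passing the limit was not always enough; inconclusive means only one of those two criteria met; inactive means neither criterion met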
Target sequence (Q15084 whole entry, looked up): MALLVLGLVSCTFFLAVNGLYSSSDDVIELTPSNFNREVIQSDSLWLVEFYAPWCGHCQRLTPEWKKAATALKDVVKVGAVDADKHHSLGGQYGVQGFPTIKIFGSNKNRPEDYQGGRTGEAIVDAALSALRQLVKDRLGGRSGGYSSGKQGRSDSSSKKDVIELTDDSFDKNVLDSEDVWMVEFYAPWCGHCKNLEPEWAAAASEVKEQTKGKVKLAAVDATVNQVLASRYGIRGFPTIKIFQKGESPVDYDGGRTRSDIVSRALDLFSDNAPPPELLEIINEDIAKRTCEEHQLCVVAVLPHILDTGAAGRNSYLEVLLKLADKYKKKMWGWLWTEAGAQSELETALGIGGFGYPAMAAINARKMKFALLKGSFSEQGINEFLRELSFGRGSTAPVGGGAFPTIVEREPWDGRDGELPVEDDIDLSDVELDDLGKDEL
XiGFP reactiv: X-chromosome reactivation activator. activation, % at 7.58 µM. 360,000 compounds, 0.055% hits. XiGFP mouse fibroblasts, % GFP-positive cells imaging, 3 d; cells co-treated with 5-aza-dC sensitizer; scaled so ellipticine positive control = 100%;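 active means mean normalized replicate activation at least 10% and every replicate at or above 10%; inconclusive means only one of the two criteria met; inactive means mean below 10% and not all replicates reach 10%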;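 further: 0% = median of on-plate neutral control wells and 100% = ellipticine 6 µM median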
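System: 68-5-11 XiGFP fibroblast line | Buffer or medium: DMEM containing 5-aza-dC | Compound: Single point | Times: Compounds 3 days, fix/stain 15 min at room temperature | Benchmarks: Positive control ellipticine, 6 µM final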
GSIS activator: GLuc luminescence reporter in INS-1E cells, primary screen for activators of glucose-dependent secretion of insulin | INS-1E GLuc reporter insulin secretion, 2-3 h | activation, % at 16.6 µM | 370,000 compounds, 0.61% hits | AID 743287;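 active means lowest replicate activation of at least 40%, so every replicate reaches that level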;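 further: 0% = median of neutral control wells and 100% = median of IBMX positive control wells; some compounds called inactive have numbers as strong as hits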
EWS-Fli block: inhibitors of EWS/Fli oncoprotein transcriptional activity. A673 NR0B1-luciferase reporter, viability-normalised. inhibition, % at 12.6 µM. 350,000 compounds, 0.67% hits;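 active means mean inhibition of at least 50% after viability correction, with every replicate also passing that limit; inconclusive means mean reaches 50% but only one of two replicates passes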;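 further: firefly luciferase signal divided by Alamar Blue viability fluorescence both relative to DMSO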
DENV2 CPE rescue: protects cells from dengue virus 2 cytopathic effect | CPE inhibition, % at 9.99 µM | 350,000 compounds, 1.7% hits | DENV2-infected cells, cytopathic effect rescue, plate reader | AID 651640; in the data active means CPE inhibition above about 20%, passing the limit was not always enough; inconclusive means no clear call, values can overlap the other calls; tested in BHK-21 cells;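 further: 0% = median of neutral control wells and 100% = median of positive control wells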
ARNT TACC3 PPI: disrupts binding between human ARNT and TACC3. inhibition, % at 9.99 µM. 390,000 compounds, 0.66% hits. Q9Y6A5. AlphaScreen His-ARNT PAS-B/GST-TACC3 binding, luminescence; TACC3 fragment carries E629A point mutation. AID 623870;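 active means mean inhibition of replicates at least 50% and at least half of replicates each reaching 50%; inconclusive means half or more replicates reach 50% but mean below 50%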;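 further: 0% = complete ARNT plus TACC3 wells and 100% = ARNT alone without TACC3; many hits fall short of the cut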
CFTR F508del cor: correctors of CFTR F508del function in bronchial epithelial cells | CFBE cells, YFP halide quenching; stimulated with forskolin plus potentiator P3; % fluorescence drop versus neutral controls | activity (quench increase), % at 7.58 µM | 350,000 compounds, 0.36% hits | AID 720511;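 active means mean added fluorescence quench of at least 8% versus neutral control, with both replicates also reaching 8%; inconclusive means only one of the mean or replicate conditions met; inactive means mean below 8% and not both replicates reaching 8%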;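 further: cells transiently co-express mutant CFTR-F508del with the halide-sensitive YFP; corrector assay measuring rescue of mutant channel to the surface after 24 h compound exposure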
The depositor's hits bear a star; ? = inconclusive; . = no result given; & = joins results of further samples. Compounds were not picked by outcome; any-hit rate near 4.2%.

SMILES	PAX8 inh HTS	ERp5 block	XiGFP reactiv	GSIS activator	EWS-Fli block	DENV2 CPE rescue	ARNT TACC3 PPI	CFTR F508del cor
CCC(Sc1nc2ccsc2c(=O)n1Cc1ccc(C(=O)O)cc1)C(=O)Nc1ccc(Cl)cc1 (stereo not drawn)	14	6	0.1	-49	10	0	.	-3.7
COc1ccc(C)cc1N1CC(C(=O)OCc2nc(N)nc(Nc3ccccc3C)n2)CC1=O (stereo not drawn)	-11	1	0.0	17	-5	7	-10	-0.1
Cc1ccccc1NC(=O)Nc1ccccn1	-18	0	0.0	.	-42	-6	-10	-1.5
C[C@H](CO)N1C[C@H](C)[C@H](CN(C)S(=O)(=O)c2cn(C)cn2)Oc2ccc(N(C)C)cc2C1=O	-9	-3	-0.7	8	-1	6	-7	-0.9
COCc1c(C(=O)N2CCN(c3ncccn3)CC2)oc2ccccc12	-2	4	0.0	7	-3	6	.	1.2
O=C(Cc1ccccc1F)OCC(=O)N1CCc2ccccc21	4	1	0.1	10	-5	.	.	0.4
O=C(C[C@H]1CC[C@@H]2[C@H](COC[C@@H](O)CN2C(=O)c2ccccc2F)O1)NCc1ccccc1	8	-1	0.1	-1	-8	15	-4	-0.4
CCN(CC1CCCO1)C(=O)CCc1nnc(CCc2ccc(OC)cc2)o1 (stereo not drawn)	-13	3	0.0	-9	-8	11	15	-1.1
CC(C)c1ccc(OCC(=O)NC(C)c2ccccc2)cc1 (stereo not drawn)	-22	2	0.1	.	4	5	-8	-1.3
N#Cc1ccc(C(=O)Nc2nc(SCc3ccc(Cl)cc3)n[nH]2)cc1	-15	1	0.0	-8	2	1	9	0.1
CCN1CCN(c2ccc(S(=O)(=O)N3CCCCC3)cc2NC(=O)/C=C/c2ccc([N+](=O)[O-])cc2)CC1	41	3	1.4	-24	57*	-4	8	2.7
O=C(Nc1ccccn1)c1ccc(C(=O)c2ccccc2)cc1	-221	-4	0.2	3	-82	-7	3	-3.8
c1ccc(CN2CCN(c3cnc4ccccc4n3)CC2)cc1	-147	4	0.0	-3	-90	-3	-4	2.6
O=C1c2c(-c3ccc(Br)cc3)noc2CCN1Cc1cn(Cc2cccnc2)nn1	-3	-10	0.4	-6	7	5	.	1.7
CN1[C@H](C(=O)Nc2ccccc2)[C@@H](CO)[C@@H]2Cn3c(ccc(-c4ccc(F)cc4)c3=O)[C@@H]21	.	2	0.0	6	-1	6	1	.
COc1ccc(-n2c(/C=C3\C(=O)N(C)c4ccccc43)nc3ccccc3c2=O)cc1	7	0	-0.1	6	5	-2	-4	-2.2
C[C@H](CO)N1C[C@H](C)[C@@H](CN(C)C(=O)Nc2cccc3ccccc23)OCCCC[C@H](C)Oc2ccc(N(C)C)cc2C1=O	36	-1	0.0	4	4	-10	6	1.2
Cn1nc(C(F)(F)F)c(CN2CC(C)(C)C2=O)c1N1CCOCC1	-1	-1	0.0	-7	-2	-2	-6	2.0
CO[C@@H]1CN(C)C(=O)c2cc(NC(=O)c3cnccn3)ccc2OC[C@H](C)NC[C@H]1C	.	10	-0.1	12	-13	10	-9	0.7
CC=Cc1ccc2n(c1=O)C[C@@H]1[C@@H](CO)[C@H](C(=O)NCCN3CCCC3)N(C(=O)NCCC)[C@H]21 (mixture of isomers)	-13	10	0.1	2	-5	3	-3	-2.2
COc1ccc(-c2cnc3c(c2)C(=O)N([C@@H](C)CO)C[C@@H](C)[C@H](CN(C)C(=O)Cc2cccnc2)O3)cc1	-12	-4	0.4	15	-17	-5	-4	-3.3
O=C1CC(=O)Nc2cc(S(=O)(=O)N3CCN(c4ccc([N+](=O)[O-])cc4)CC3)ccc2N1	-29	6	0.1	5	.	?	7	-1.6
N#Cc1cccc(-c2ccc([C@H]3[C@@H](CO)N4CCCCN(Cc5ccccc5F)C[C@@H]34)cc2)c1	-40	2	0.0	-3	15	-17	0	2.9
C[C@@H]1CN([C@@H](C)CO)C(=O)Cc2cc(NS(=O)(=O)c3ccc(F)cc3)ccc2O[C@H]1CN(C)Cc1ccccc1	14	4	0.0	-14	10	-2	.	0.0
CCCOc1ccc(C(=O)NNC(=O)CCNC(=O)c2ccco2)cc1OC	-3	-2	0.4	15	-3	-5	1	-0.4
Cc1ccc(S(=O)(=O)N2CCN(C(=O)COC(=O)c3ccc(O)cc3)CC2)c(C)c1	11	6	0.0	49*	7	-8	0	0.5
C/C=C/c1ccccc1[C@@H]1[C@@H](C#N)N(S(=O)(=O)c2cccc(F)c2)[C@H]1CO	-6	-6	0.3	-3	-3	-14	.	-0.4
CCOc1ccc2c(c1)C(=O)C(=O)N2CC1COc2ccccc2O1 (stereo not drawn)	-17	-2	0.1	-21	34	?	-20	0.7
Cc1noc(C)c1S(=O)(=O)Nc1ccc2c(c1)C(=O)N([C@@H](C)CO)C[C@H](C)[C@H](CN(C)Cc1ccc(C(=O)Nc3ccccc3N)cc1)O2	4	-1	-0.2	9	.	-1	.	2.5
Cc1c(C(=O)O)oc2ccc(S(=O)(=O)N3CCCC3)cc12	-7	2	-0.1	23	.	?	-13	-1.0
CCOc1ccccc1NS(=O)(=O)c1ccc2c(c1)NC(=O)CCS2	16	5	0.1	8	-2	-5	-4	2.4
O=C(NN1C(=O)/C(=C/C=C/c2ccco2)SC1=S)c1ccncc1	7	-4	0.8	.	4	-3	.	-0.2
CNC[C@@H]1OCc2ccccc2-c2c(n(C)c3ccccc23)C(=O)N([C@@H](C)CO)C[C@@H]1C	-1	-1	-0.2&0.0	11&-41	5	3	.	3.7
CN(C)c1cccc(O)c1	.	4	.	17	-8	-5	.	-2.7
CCCNC(=O)N1CCC2(CC1)CN(C(=O)NC1CCCC1)[C@@H](CO)c1[nH]c3cc(OC)ccc3c12	8	-5	-0.1	4	7	11	.	-0.4
O=S(=O)(c1cccc(NC(=S)N2CCN(c3ccc(F)cc3)CC2)c1)C(F)F	-15	7	0.6	-18	12	.	5	-5.5
COCCCn1cc(CN2CC(N3CCN(CCN(C)C)CC3)CS2(=O)=O)nn1 (stereo not drawn)	19	4	0.0	29	11	2	.	-4.3
C[C@H](NC(=O)c1ccc(Cl)cc1)C(=O)NCCc1ccc(S(N)(=O)=O)cc1	11	-5	0.0	18	3	0	-8	3.4
O=C(NCC[C@@H]1CC[C@H](NC(=O)c2ccc3c(c2)OCO3)[C@H](CO)O1)Nc1ccc(Cl)cc1	-10	3	-0.3	-15	-43	-3	4	-1.4
Cc1c(C(=O)O)cccc1-n1c(C)cc(/C=C(/C#N)C(=O)NCc2ccccc2)c1C	12	-2	0.0	0	-5	12	5	0.6
Cc1noc(C)c1S(=O)(=O)Nc1ccc2c(c1)C(=O)N([C@@H](C)CO)C[C@@H](C)[C@H](CN(C)C(=O)NC(C)C)OCCCC[C@@H](C)O2	-14	-7	0.3	17	-19	-10	-4	-1.0
CCOC(=O)N1CCC(NS(=O)(=O)c2ccc(C)c(Cl)c2)CC1	27	5	0.0	-18	9	1	-5	1.2
CCOC(=O)c1c(NC(=O)COc2ccc3ccc(=O)oc3c2)sc(C(=O)N(C)C)c1C	.	-15	0.1	11	-12	10	-59	0.0
COCC(=O)N(C)C[C@@H]1Oc2cc(C#CC3CC3)ccc2S(=O)(=O)N([C@@H](C)CO)C[C@H]1C	.	-3	1.0	8	-2	1	3	2.4
CC(C)(C)OC(=O)C[C@H]1C/C=C\C[C@@H](CC(=O)NCCO)C(=O)NC[C@H](c2ccccc2)OC1=O	23	0	0.4	-5	-9	1	-2	3.0
Cc1ccc(Cl)cc1N1CCN(C(=O)CNC(=O)c2ccc(Br)o2)CC1	-6	5	0.1	-28	-3	-6	4	1.8
COc1ccc2c3c(n(C)c2c1)[C@@H](CO)N(Cc1ccc(F)cc1)CC31CCN(CC2CCOCC2)CC1	.	6	0.3	-4	5	16	.	-1.6
CC(C)C#Cc1cnc2c(c1)C(=O)N([C@H](C)CO)C[C@@H](C)[C@H](CN(C)C(=O)c1cnccn1)O2	.	-3	0.5	2	-10	8	-16	-1.7
C/C(CCC(C)C)=N\NC(=O)COc1ccccc1-c1ccccc1	10	-9	0.0	-5	3	-6	-9	1.0
COc1ccc(NC(=O)N(C)C[C@H]2Oc3ccc(NC(=O)NC(C)C)cc3C(=O)N([C@@H](C)CO)C[C@H]2C)cc1	3	-2	0.1	11	-6	-11	-9	-0.2
Cc1nc(SCc2nc3ccc(C(F)(F)F)cc3[nH]2)c2oc3ccccc3c2n1	5	2	0.0	.	2	14	-1	2.3
CCOc1cc(Br)c(C(C)NC(=O)c2cccnc2)cc1OCC (stereo not drawn)	-3	-2	0.0	.	2	18	.	-0.2
O=C(COC(=O)CN=C1NS(=O)(=O)c2ccccc21)Nc1ccccc1OC(F)F	13	3	0.0	15	-3	2	7	0.7
Cc1ccc2nc(-c3ccc(-c4ccccn4)s3)cn2c1	-86	-1	0.2	2	-108	-1	-3	-3.1
Cc1cccc(N2CCN(C(=O)c3nn(C)c4c3CS(=O)(=O)c3ccccc3-4)CC2)c1C	10	3	0.1	2	.	36*	-8	-2.8
Cc1[nH]n(-c2ccccc2)c(=O)c1N=Nc1cccc(Cl)c1	-2	1	0.0	6	-82	3	-2	4.5
Cc1ccccc1C(=O)c1c[nH]c(C(=O)NCCc2ccccn2)c1	1	4	0.0	-1	-11	-1	2	-0.8
Brc1ccc(OCCOCCN2CCOCC2)cc1	.	-1	.	-14	0	8	4	0.2
COc1ccc(CC(=O)Nc2ccc3nc(C)sc3c2)cc1OC	5	-3	0.0	-2	8	-4	-8	-0.4
CCc1c(C)nc(SCC(=O)N2CCN(c3ccccc3OC)CC2)[nH]c1=O	13	6	0.0	-1	4	0	-8	1.5
(cont.)
SMILES	PAX8 inh HTS	ERp5 block	XiGFP reactiv	GSIS activator	EWS-Fli block	DENV2 CPE rescue	ARNT TACC3 PPI	CFTR F508del cor
O=C(Cc1ccc(Br)cc1)Nc1ccc(Cl)cc1	-40	3	0.0	-3	-34	3	-6	-1.6
C[C@H]1CN([C@@H](C)CO)C(=O)c2cccc(NS(=O)(=O)c3cn(C)cn3)c2O[C@@H]1CN(C)Cc1ccc(C(F)(F)F)cc1	12	2	0.2	-8	6	1	3	1.4
COCC(=O)Nc1ccc2c(c1)[C@@H]1C[C@@H](CC(=O)NCc3ccccn3)O[C@H](CO)[C@@H]1O2	-15	-10	0.1	2	10	-3	.	-6.3
Cc1ccc(NC(=O)c2cnccn2)cc1	-151	-4	0.1	4	-70	-2	-3	0.9
CC=Cc1ccc2n(c1=O)C[C@@H]1[C@@H](CO)[C@H](C(=O)N[C@@H](C)c3ccccc3)[C@H]2N1CC1CC1 (mixture of isomers)	-2	-1	0.1	-9	6	5	-3	4.1
C=C(C)CNC(=S)N1CCNC(=O)C1CC(=O)OC (stereo not drawn)	8	.	0.0	7	.	.	-1	.
O=C(C[C@@H]1CC[C@H]2[C@@H](COC[C@@H](O)CN2C(=O)Nc2ccc3c(c2)OCO3)O1)N1CCN(c2ccccc2)CC1	.	-2	0.3	-6	.	6	1	3.7
